High-throughput results from PubChem.
KOR beta-arrestin-1 = KOR antagonists, beta-arrestin recruitment, cell-based, luminescence, uHTS (AID 1778). KOR beta-arrestin recruitment, luminescence, antagonist mode; higher % means a stronger effect. inhibition, % at 10 µM; hits with a dose series show IC50 in µM. 290,000 compounds, 0.091% hits; also: strong numbers were not always called active
NOD1 inhibition = NOD1 signaling inhibitors, primary screen, cell-based, luminescence, uHTS (AID 1578); NOD1-driven NF-kB luciferase reporter cells, luminescence; higher % means a stronger effect; 290,000 compounds, 1% hits; one-dose inhibition, % at 4 µM; EC50 in µM for titrated hits; in the data active = inhibition mostly above about 36%, no sharp cut-off; inactive = mostly below about 34%;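 also: HEK-293T reporter cells stimulated with the NOD1 agonist gamma-tri-DAP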
Myeloid diff MLP = compounds promoting myeloid differentiation. ER-HoxA9 myeloid progenitors, lysozyme-GFP differentiation, flow cytometry. calls only at 10 µM. 360,000 compounds, 1% hits;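 active = normalized GFP-positive differentiation at or above the plate's own cutoff, the solvent-only control mean plus 3 SD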;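 also: cells exposed to compound for four days before flow analysis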
KOR beta-arrestin-2 = KOR agonists, beta-arrestin recruitment, primary screen, cell-based, luminescence, uHTS (AID 1777) | KOR beta-arrestin recruitment, luminescence; higher % means a stronger effect | activation, % at 10 µM, or EC50 in µM where a hit was titrated | 280,000 compounds, 0.02% hits; in the data active = activation above about 50%, passing the limit was not always enough; also: a part of the inactive calls stands beside numbers as strong as those of hits
SIAH1 antagonists = blockers of Siah-1 interaction with plectin peptide – biochemical, fluorescence polarization, rhodamine-plectin, uHTS, primary screen (AID 1817); 290,000 compounds, 0.02% hits; Siah-1 / rhodamine-plectin peptide fluorescence polarization; higher % means a stronger effect; displacement, % at 20 µM; hits with a dose series show IC50 in µM;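 active = displacement of at least 50% at 20 µM, with a fluorescence ratio check between 0.3 and a set limit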;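 also: plate controls were Siah plus tracer with DMSO for no effect and tracer alone without Siah for full effect; strong numbers were not always called active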
HEK293 NOD2/NF-kB = NOD2 signaling inhibitors, cell-based, luminescence, uHTS, HEK293 (AID 1566) | HEK293 NOD2/NF-kB luciferase reporter, luminescence; higher % means a stronger effect | one-dose inhibition, % at 4 µM; EC50 in µM for titrated hits | 290,000 compounds, 0.63% hits; also: many of its hits are not listed in these tables
LYP phosphatase = inhibitors of LYP phosphatase, biochemical, fluorescence intensity, uHTS (AID 1779). recombinant LYP phosphatase, fluorescence intensity; higher % means a stronger effect. 290,000 compounds, 0.054% hits. inhibition, % at 11.5 µM; hits with a dose series show IC50 in µM;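 also: plate controls were vehicle with enzyme for no effect and no enzyme for full effect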
HIV fusion peptide = cell-free HIV fusion peptide-binding blockers – biochemical, uHTS, fluorescence dequenching, primary screen (AID 1986); inhibition, % at 20 µM, or IC50 in µM where a hit was titrated; cell-free peptide binding, fluorescence dequenching, 30 min; higher % means a stronger effect; 290,000 compounds, 0.3% hits; in the data active = inhibition mostly above about 52%, no sharp cut-off; inactive = mostly below about 76%; also: some results filed as inactive read as strong as hits
Salmonella PhoP GFP = PhoP-dependent GFP reporter repression – Salmonella Typhimurium, primary screen (AID 1863); one-dose inhibition, % at 50 µM; IC50 in µM for titrated hits; S. Typhimurium PhoP-regulated promoter GFP reporter, 4 h; higher % means a stronger effect; 300,000 compounds, 0.16% hits;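 active = inhibition over 29.93%, a cutoff 3 SD above the screen mean, later confirmed by dose response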;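 also: 0% = low Mg2+ inducing control and 100% = high Mg2+ repressing control; strong numbers were not always called active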
Myeloid diff MLP GFP+ MAC1+ % = recorded beside Myeloid diff MLP, whose call it bears; GFP+ MAC1+ double positive, %; measured here: differentiation confirmed by MAC1 staining
* = called active by the depositor; i = inactive; / = not tested or not shown; + = active, no number; [ ] = remark or other dose. Rule as the data show it, unless noted: active = inhibition above about 50%; inactive = the rest.

Compound	KOR beta-arrestin-1	NOD1 inhibition	Myeloid diff MLP	Myeloid diff MLP GFP+ MAC1+ %	KOR beta-arrestin-2	SIAH1 antagonists	HEK293 NOD2/NF-kB	LYP phosphatase	HIV fusion peptide	Salmonella PhoP GFP
COc1ccc(N(C)S(=O)(=O)c2cccc3cccnc23)c(OC)c1	-14%	/	i	1.3	3.5%	-1%	-5%	0%	-2.4%	0%
CC(=O)c1cnn(-c2ccc(Cl)c(Cl)c2Cl)c1C	-28%	-11%	i	1.3	0.8%	-5%	-1%	-6%	-0.2%	-2%
Cc1ccc(C)c(NC(=O)CCN2CCCC(C)C2)c1 (stereo not drawn)	-21%	-4%	i	0.4	7.3%	-1%	3%	-8%	-0.5%	1%
Cc1nn(-c2ccccc2)c(Cl)c1/C=N/NC(=O)CNc1n[nH]c(=O)[nH]c1=O	-44%	-15%	/	/	4.3%	-7%	-18%	-2%	6.7%	0%
COc1cccc(NC(=O)c2cccc(N3C(=O)C4CCC(C)CC4C3=O)c2)c1 (stereo not drawn)	26%	-10%	i	1.2	1.3%	-2%	11%	-1%	-1.1%	0%
Cc1cccc2cc(CN(Cc3nnnn3Cc3ccco3)C3CCCC3)c3nnnn3c12	25%	11%	i	0.5	-0.9%	-8%	0%	0%	1.8%	-9%
COc1cccc(-c2nn3c(-c4cc(C)[nH]n4)nnc3s2)c1	19%	-24%	i	0.9	-6.5%	3%	-4%	-4%	3.2%	-3%
Cc1cc(C)c(COCc2cc(/C=N/O)c(C)cc2C)cc1/C=N/O	-4%	-2%	i	1.8	-3.3%	2%	18%	5%	-0.9%	-10%
CCC(C)(C)C(=O)Nc1ncc(S(=O)(=O)c2ccc([N+](=O)[O-])cc2)s1	-22%	-14%	i	1.8	1.0%	8%	6%	-1%	-1.1%	-11%
COc1ccccc1/C=C1\SC(=S)N(CC(=O)Nc2nnc(C)s2)C1=O	9%	-28%	/	/	-6.0%	6%	8%	-5%	0.2%	4%
Fc1ccccc1N1CCN(Cc2cccnc2)CC1	35%	-16%	i	0.6	9.2%	5%	7%	-6%	-1.4%	6%
O=C1CCC(C(=O)N2CCc3ccccc3C2)CN1CCCN1CCOCC1 (stereo not drawn)	-5%	2%	i	0.4	-3.5%	-3%	13%	-6%	0.4%	0%
COc1ccccc1-n1nc(C)c(-c2ccccc2)c1N	14%	-36%	i	0.0	-3.9%	4%	4%	-2%	-2.0%	-2%
COc1cc(OC)c2c(c1)OC(c1ccc(OC)c(OC)c1)C(O)C2=O (stereo not drawn)	22%	6%	i	3.7	-2.4%	2%	6%	-5%	0.2%	7%
C/C(=N\NC(=O)C(O)(c1ccccc1)c1ccccc1)c1ccc(C)o1	-11%	-25%	i	0.4	1.6%	10%	5%	1%	1.7%	2%
COc1ccc(C2N(C(C)=O)CCN2S(=O)(=O)c2ccc(C)cc2)cc1 (stereo not drawn)	-15%	21%	i	0.4	6.2%	-6%	14%	-8%	-0.2%	-4%
CC(C)OCCCn1c(NN)nc2ccccc2c1=O	1%	-15%	i	0.2	3.2%	4%	6%	-1%	-2.8%	-9%
COc1ccc(C(=O)CCC(=O)Nc2ccc(N3CCCCC3)cc2)cc1OC	-3%	10%	i	1.1	-3.9%	-5%	16%	-4%	1.1%	-2%
Cc1nn(Cc2ccc(Cl)cc2)c(C)c1NC(=O)C(c1ccccc1)c1ccccc1	16%	-15%	i	0.8	2.0%	3%	7%	-1%	-0.2%	16%
O=[N+]([O-])c1ccccc1NCc1ccc(Cl)cc1	-12%	-14%	/	/	3.1%	2%	-58%	4%	-0.7%	2%
O=C1OCc2ccc(NS(=O)(=O)c3ccc(C(F)(F)F)cc3)cc21	20%	0%	i	0.0	-0.6%	0%	8%	-2%	1.4%	-3%
CC(C)CC(=O)OCc1cn(-c2ccccc2)nn1	3%	-39%	i	0.7	4.1%	3%	-23%	-5%	1.3%	-3%
CCCCOc1cccc(C(=O)NC(=S)Nc2cccc(NC(=O)c3ccccc3Cl)c2)c1	23%	-16%	i	1.2	-0.5%	-8%	4%	-3%	-0.1%	3%
COc1ccc(C(=O)NC(C)CCn2cccn2)cc1OC1CCN(C(C)C)CC1 (stereo not drawn)	-24%	-15%	i	0.5	6.6%	4%	-8%	-6%	1.5%	2%
COCCCn1c(=O)c2sccc2n(Cc2ccc(C)cc2)c1=O	-48%[20 µM]	-19%	i	0.2	-1.9%	-4%	17%	-7%	-0.9%	-5%
N#Cc1ccccc1Cn1c(=O)n(C2CCCC2)c(=O)c2ccccc21	-18%	-20%	i	0.4	3.0%	0%	4%	0%	2.0%	0%
COc1ccc(CCNC(=O)C(=O)NCC2OCCN2S(=O)(=O)c2ccc(Br)cc2)cc1 (stereo not drawn)	29%	-4%	i	0.4	4.9%	14%	11%	-3%	-1.8%	4%
COc1ccc(CN2C3CCCC2CC(NC(=O)c2cccc(F)c2)C3)cc1 (stereo not drawn)	46%	3%	i	0.8	1.0%	7%	-18%	-9%	2.9%	4%
O=C(CCCCn1c(=O)c2ccccc2n(CC(=O)Nc2cccc(F)c2)c1=O)NCc1ccco1	15%	-8%	i	0.6	2.6%	2%	9%	2%	2.4%	-2%
COc1ccc(-c2cc(C(=O)OCC(=O)Nc3ccc4c(c3)OCO4)c3ccccc3n2)cc1	9%	-41%	i	0.2	3.3%	-4%	-34%	6%	-1.1%	-6%
CC1(C)Oc2ccc3ccc(=O)oc3c2/C(=C/NC2CCCCC2)C1=O	-20%	-20%	i	1.6	0.8%	6%	1%	1%	-2.3%	-7%
CCCCCCC(CC(=O)NCc1cccnc1)CC(=O)NCc1cccnc1	-7%[20 µM]	10%	i	0.7	-2.2%	5%	6%	-9%	0.2%	-4%
CCOC(=O)N1CCN(C(=O)c2nn(-c3ccc(C)cc3)c(=O)c3c2c2ccccc2n3C)CC1	-14%	-7%	i	0.9	1.1%	3%	10%	-4%	0.9%	-18%
COc1ccc(C(=O)Nc2nnc(S(=O)(=O)Cc3ccc(F)cc3)s2)cc1	-8%	-20%	i	0.0	-0.8%	-1%	22%	-15%	0.0%	-1%
CC(=O)N(c1ccccc1)C1CC(C)N(C(=O)c2ccccc2)c2ccccc21 (stereo not drawn)	-24%[20 µM]	8%	i	0.6	2.0%	-3%	17%	3%	-0.2%	-5%
CC(=O)OC(C(=O)NCc1ccc2c(c1)OCO2)c1ccccc1Cl (stereo not drawn)	-10%	-1%	i	1.1	8.2%	-2%	-12%	-1%	-0.9%	13%
CC(=O)n1cc([C@H]2C=C(C(=O)O)O[C@@H](OCCCCO)C2)c2ccccc21	2%	-34%	i	1.1	-1.6%	4%	6%	-5%	3.6%	5%
N#Cc1c(Cl)cccc1-n1ccnc1	-31%	66%	+	2.5*	2.6%	3%	12%	-7%	-2.2%	14%
O=C(Nc1ccc2c(c1)CCCN2C(=O)c1ccccc1)c1ccccc1Br	26%	-24%	i	1.2	-0.5%	1%	-25%	-12%	-0.8%	10%
COc1ccc(C(=O)OCc2csc(C)n2)c(O)c1	-13%	-39%	i	0.3	-4.3%	8%	-30%	-2%	-1.5%	6%
COc1ccc(NC(=O)CN(C)C(=O)CN2C(=O)c3ccc([N+](=O)[O-])cc3C2=O)cc1	8%	-31%	i	0.5	1.6%	1%	4%	-6%	0.4%	3%
CC(O)CNCCOc1ccccc1OCc1ccccc1 (stereo not drawn)	-27%	-48%	i	0.0	3.6%	1%	-4%	-4%	1.0%	3%
CCOC(=O)c1[nH]c2ccc(F)cc2c1N=C(C)N(CC)CC	24%	-15%	i	0.9	-2.9%	3%	3%	-4%	-1.8%	-13%
CCn1nc(NS(=O)(=O)c2ccc(NC(C)=O)cc2)c2cc3cccc(C)c3nc21	-14%	-5%	i	4.1	3.4%	-4%	17%	-9%	1.4%	-5%
CCn1cc(/C=C(/C#N)S(=O)(=O)c2ccccc2)cn1	-9%	-4%	i	0.7	22%	0%	-7%	1%	-0.8%	27%
C/C(=N\Nc1nc(N)cc(Cl)n1)c1cccc(N)c1	-26%	-16%	i	0.6	0.3%	-3%	2%	0%	-0.8%	17%
CN1C(=O)C2(N=c3ccccc3=N2)c2ccccc21	-18%	-20%	i	1.7	-3.1%	-3%	23%	0%	1.0%	7%
CCOC(=O)C1=C(C)NC2=C(C(=O)CCC2)C1c1cn(Cc2ccc(Cl)cc2Cl)nc1-c1ccccc1 (stereo not drawn)	-36%	23%	i	0.9	1.2%	-1%	-18%	-3%	-0.8%	-3%
CCOC(=O)C(NC(=O)c1ccccc1)(Nc1cccc(C)n1)C(F)(F)F (stereo not drawn)	36%	-16%	i	0.6	-2.4%	2%	12%	-2%	-1.6%	-1%
O=C(NCCN1CCOCC1)c1sc2cc(Cl)ccc2c1Cl	2%	-42%	i	0.9	-2.9%	2%	8%	-10%	-0.6%	3%
CC1(C)CC2CC(C)(CN2Cc2c(O)ccc3ccccc23)C1 (stereo not drawn)	7%	-7%	i	0.3	-6.4%	-1%	21%	3%	-1.2%	-7%
O=C(Nc1ccc(O)cc1)c1ccccc1OCc1ccccc1	-22%	-2%	i	0.7	-1.1%	0%	-41%	-2%	0.6%	-3%
O=c1c2ccccc2[nH]c(=S)n1CCCn1ccnc1	2%	8%	i	0.5	-2.5%	-3%	18%	-10%	1.3%	20%
CCOc1ccc(C(=O)NCC(=O)OCc2c(C)noc2C)cc1OCC	-41%	-16%	i	0.9	-0.7%	-2%	39%	-3%	2.2%	5%
CCCNC(=O)N1CCN(c2ncccn2)CC1	5%	-18%	i	0.6	7.5%	2%	18%	-8%	1.0%	6%
COc1cc(/C=C2/C(=N)N3C(=NC2=O)SN=C3S(C)(=O)=O)ccc1OS(=O)(=O)c1ccccc1	5%	-18%	/	/	-4.2%	-3%	6%	0%	20µM*	-13%
O=C(NC1CCOc2ccccc21)c1ccccn1 (stereo not drawn)	-7%	-12%	i	0.0	-2.8%	5%	-18%	-7%	-2.0%	9%

These rows are one share of the data; the hit share may differ from the screen's.
